Source: PubChem (IUPUI and University of Michigan)
ST2 inh: blocks human ST2 binding to IL-33. AlphaLISA ST2-Fc/biotin-IL-33 interaction, 1 h. inhibition, % for hits at 17 µM. 78,000 compounds, 2.3% hits. AID 1259354; in the data active = inhibition above about 30%; inconclusive = mostly about 10% to 28%
Target sequence (Q01638 whole entry, looked up): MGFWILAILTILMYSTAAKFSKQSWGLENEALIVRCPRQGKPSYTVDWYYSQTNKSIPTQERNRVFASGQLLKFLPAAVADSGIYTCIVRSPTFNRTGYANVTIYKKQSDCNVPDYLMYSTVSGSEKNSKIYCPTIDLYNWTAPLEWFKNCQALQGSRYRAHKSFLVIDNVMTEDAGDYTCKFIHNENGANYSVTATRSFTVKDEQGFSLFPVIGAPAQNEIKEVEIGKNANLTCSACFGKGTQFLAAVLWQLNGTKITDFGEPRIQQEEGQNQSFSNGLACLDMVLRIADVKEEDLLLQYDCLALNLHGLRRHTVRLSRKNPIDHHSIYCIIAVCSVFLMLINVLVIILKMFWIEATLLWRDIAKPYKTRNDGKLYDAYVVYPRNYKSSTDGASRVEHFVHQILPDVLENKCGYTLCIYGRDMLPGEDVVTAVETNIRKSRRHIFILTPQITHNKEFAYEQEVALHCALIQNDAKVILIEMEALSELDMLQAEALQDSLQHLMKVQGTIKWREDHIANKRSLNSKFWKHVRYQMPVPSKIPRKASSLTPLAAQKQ
The depositor's hits bear a star; i = inactive; ? = inconclusive. This is a subset (hit frequency here may not be typical).

SMILES	ST2 inh
COc1cccc(C(C)N(C)C(=O)c2cc(Cn3ccnc3C(C)C)[nH]n2)c1 (centres undefined)	i
COC(=O)c1ccccc1N1C(=O)C2C(C1=O)C1(C)c3ccccc3C2(C)c2ccccc21 (centres undefined)	i
Cc1ccc(C2CC(C(F)(F)F)n3ncc(C(=O)NC(C)(C)C)c3N2)cc1 (centres undefined)	i
CC(=O)Nc1ccc(Cl)c(C(N)=O)c1	?
CCC(C)NC(=O)CSCc1nc(-c2ccccc2C)oc1C (centres undefined)	?
COc1ccc(C2=Nc3ccccc3N=C(c3cc(OC)ccc3O)C2)cc1	i
Fc1ccc(-c2nnn(CCCc3n[nH]c(Cc4ccccc4)n3)n2)cc1	i
Cc1ccc(Cl)cc1NC(=O)c1cc(I)ccc1Cl	i
CCCCn1c(CNC(=O)CC)nc2ccccc21	?
CN(Cc1ncc[nH]1)C(=O)C1=NNC(=O)CC1	i
CN1CCN(C2=Nc3ccccc3Oc3ccc(Cl)cc32)CC1	i
COc1cc(NS(=O)(=O)c2ccc(NC(C)=O)cc2)c(OC)cc1Cl	i
CC(C)C(C)N(Cc1ccco1)C(=O)CCn1cccc1 (centres undefined)	i
c1ccc(-c2cc3c(nn2)CCc2nonc2-3)cc1	i
O=c1/c(=C\c2cccc(Br)c2)sc2nc3ccccc3n12	i
COc1ccc(C(=O)NCc2cccnc2N(C)C2CCCCC2)o1	?
Cc1cc(NC(=O)c2ccccc2)cc(NC(=O)c2ccccc2)c1C	i
CN(C)C1CCCN(C(=O)c2csc(-c3cccs3)n2)CC1 (centres undefined)	i
CCn1nc(C)c(CCNc2cc(OC)ncn2)c1C	?
Cc1cccc(-c2ncc(-c3nccn3CCCc3nn[nH]n3)cn2)c1	i
COc1ccc(Cl)cc1NC(C)=O	i
N=C1C(c2nc3ccccc3c(=O)[nH]2)=C(O)CN1Cc1ccccc1	i
N#CC1=C(N)N(c2ccc(Br)cc2F)C2=C(C(=O)CCC2)C1c1cccnc1 (centres undefined)	?
Cc1cc(C)n(S(=O)(=O)c2ccc(Cl)cc2)n1	i
COc1ccccc1NS(=O)(=O)c1ccc2c(c1)c(=O)n(C)c(=O)n2C	i
CC1=NN(c2ccccc2)C(=O)/C1=C/c1ccc2c(c1)OCO2	?
O=C(c1ccc(Cl)c(Cl)c1)N1CCN(c2ccc([N+](=O)[O-])c(NC3CC3)c2)CC1	?
O=C(CC1CCCCCC1)N1CCC(n2cc(-c3cccnc3)nn2)CC1	i
CCc1nc2sc3c(c2c2nnc(C)n12)CCC3	i
COc1ccc(OC)c(Nc2c3c(nc4ccccc24)CCC3)c1	?

Reprinted at random: 2 compounds from above
SMILES	ST2 inh
COc1ccccc1NS(=O)(=O)c1ccc2c(c1)c(=O)n(C)c(=O)n2C	i
N=C1C(c2nc3ccccc3c(=O)[nH]2)=C(O)CN1Cc1ccccc1	i

(more compounds)
SMILES	ST2 inh
COc1ccc(C)cc1NC(=O)CN1C(=O)CCc2cc(S(=O)(=O)N3CCCC3)ccc21	?
CN1CCN(c2ncccc2CNC(=O)c2cn3cc(Cl)cnc3n2)CC1	i
O=c1[nH]c2ccc(S(=O)(=O)Nc3ccccc3F)cc2[nH]c1=O	?
CC(=O)Nc1ccc(C(=O)Nc2ccccc2)c(NC(C)=O)c1	i
Cc1ccc(S(=O)(=O)NC(=O)NCc2cccc(Oc3ccccc3)c2)cc1	i
COc1ccc(NC(=O)CCCn2c(=O)c3sccc3n(CC(N)=O)c2=O)cc1	i
O=C(Nc1ccccc1-c1nc2ccccc2o1)c1ccc(N2C(=O)CCC2=O)cc1	i
COc1cc(OC)c(OC)cc1CN1CCN(c2ccc(F)cc2)CC1	i
N#CC1=C(N)Oc2c([nH]c(=O)[nH]c2=O)C1c1cccc([N+](=O)[O-])c1 (centres undefined)	i
Cc1ccc(C2C3=C(CCCC3=O)Nc3ccccc3N2C(=O)C(C)C)cc1 (centres undefined)	?
COc1ccc2oc(CNC(=O)c3cc(CC(C)C)[nH]n3)nc2c1	?
O=C(NCCc1ccccc1)c1cc(-c2ccc(Br)cc2)on1	i
Cc1nc([N+](=O)[O-])cn1CCCCN1C(=O)c2ccccc2C1=O	i
O=C(c1cc(-c2ccc(Cl)c(Cl)c2)on1)N1CCCCC1	i
COc1ccc(OC)c(S(=O)(=O)N[C@H]2CO[C@H]3[C@@H]2OC[C@H]3OC(=O)Nc2cccc3ccccc23)c1	i
O=S1(=O)c2ccccc2Nc2ccc(Cl)cc21	i
CCOC(=O)C1=C(C)Nc2nc(SCc3ccccc3F)nn2C1c1ccc(OC)cc1 (centres undefined)	i
COc1ccc(-c2cn3c4c(=O)n(C)c(=O)n(C)c4nc3n2-c2cccc(Cl)c2)cc1	i
COCCOC(=O)N1CCC(c2nn(C)c(=O)n2-c2ccccc2)CC1	i
CCN(CC)C(=O)CC[C@@H]1CNC(=O)[C@@H]2C[C@H](NC(=S)Nc3ccccc3)CN12	36%*

Among those listed so far, 3 contain a nitro group on carbon:
SMILES	ST2 inh
O=C(c1ccc(Cl)c(Cl)c1)N1CCN(c2ccc([N+](=O)[O-])c(NC3CC3)c2)CC1	?
N#CC1=C(N)Oc2c([nH]c(=O)[nH]c2=O)C1c1cccc([N+](=O)[O-])c1 (centres undefined)	i
Cc1nc([N+](=O)[O-])cn1CCCCN1C(=O)c2ccccc2C1=O	i

Additional structures follow.
SMILES	ST2 inh
O=[N+]([O-])c1cccc(-c2noc([C@@H]3Cc4nc[nH]c4CN3Cc3cccs3)n2)c1	?
CCc1cccc(OCCCCN2CCCCC2)c1	i
CCN(CC)c1ccc(CN2CCN(C)CC2)cc1	56%*
Cc1cc(C(C)(C)C)cc(S(=O)(=O)Nc2cccc(C(=O)O)c2)c1C	i
COC(=O)C(C)n1cnc2c(cnn2-c2ccc(Cl)cc2)c1=O (centres undefined)	i
CCOc1ccc(Cn2c(CNS(=O)(=O)c3ccc(Cl)cc3)nc3cccnc32)cc1	i
Cn1c(=O)c2c(SCc3ccccc3F)nc(-c3ccco3)nc2n(C)c1=O	?
COc1cc(C(=O)N2CCN=C2SCc2ccc(Br)cc2)cc(OC)c1OC	i
COc1ccc(C(C)NC(=O)c2ccc(NC(C)=O)c(C)c2)cc1F (centres undefined)	i
O=C(c1cc(-c2ccc(Cl)cc2)on1)N1CCN(c2ccc(F)cc2)CC1	i
C=CCS(=O)(=O)N1CCCC(c2nn(C)c(=O)n2-c2ccccc2)C1 (centres undefined)	i
Cc1cccc(CNC(=O)c2cccn2-c2nnc(N3CCCCC3)s2)c1	i
COc1ccc(C(=O)Nc2ccc(Nc3nc(C)cc(Nc4ccccc4)n3)cc2)cc1OC	i
COc1ccc(/C=C(\C#N)c2[nH]nc(N)c2C#N)cc1OC	?
CCc1cccc(CC)c1NS(=O)(=O)c1cccc2cccnc12	i
Cc1ccc(NC(=O)c2cc3cc([N+](=O)[O-])ccc3oc2=O)cc1Cl	i
CSc1nc2c(c(=O)[nH]1)C(c1cccc(O)c1)C1=C(CC(C)(C)CC1=O)N2 (centres undefined)	i
COc1ccccc1C1CC(c2ccc(C)cc2)Nc2nc(N)nn21 (centres undefined)	?
Cn1c(=O)c2cc(S(=O)(=O)N3CCN(c4cccc(Cl)c4)CC3)ccc2n(C)c1=O	i
Cn1c(=O)cc(SCC(=O)N2CCN(Cc3ccccc3)CC2)c2ccccc21	i

Another view of three compounds above.
C=CCS(=O)(=O)N1CCCC(c2nn(C)c(=O)n2-c2ccccc2)C1 (centres undefined)
  ST2 inh: i
Cc1cccc(CNC(=O)c2cccn2-c2nnc(N3CCCCC3)s2)c1
  ST2 inh: i
COc1ccc(C(=O)Nc2ccc(Nc3nc(C)cc(Nc4ccccc4)n3)cc2)cc1OC
  ST2 inh: i

(continued)
Compound	ST2 inh
O=C(Nc1ccccc1)C(=O)N1CCCC(CCc2c(F)cccc2F)C1 (centres undefined)	?
NC(=O)c1c(NC(=O)CN2CCCCC2)sc2c1CCCC2	i
Cc1nc2nc(-c3ccccc3)nn2c(Sc2ccccc2NC(=O)Nc2cccc(F)c2)c1C	i
CC(C)(C)OC(=O)N1C[C@@H]2C[C@H](C1)c1ccc(NC(=O)c3ccc(-c4ccccc4)cc3)c(=O)n1C2	i
O=C(O)c1ccccc1CN1CCCCC1CCc1ccc(O)cc1 (centres undefined)	i
O=C(Nc1cc(Cl)ccc1O)c1cc(-c2ccc3c(c2)OCO3)on1	i
CSc1nc2n(n1)C(c1ccc([N+](=O)[O-])cc1)C1=C(CC(C)(C)CC1=O)N2 (centres undefined)	i
Cc1nc2ccccc2nc1CN1CCCC(CO)(CCc2ccccc2)C1 (centres undefined)	i
CC1C=CCC2C(=O)N(c3cccc(Cl)c3)C(=O)C12 (centres undefined)	i
CCCCC(=O)Nc1cccc(OCc2cc(=O)n3cc(C)ccc3n2)c1	i
CCn1cc(C(=O)NCCCN2CCCC2)c2cc(OC)c(OC)cc2c1=O	?
CC1=C(C(=O)Nc2ccccc2)C(c2ccc(F)cc2)n2c(s/c(=C\c3cccs3)c2=O)=N1 (centres undefined)	i
Cc1ccc(C)c(NCC(=O)Nc2c(C)cccc2C)c1	?
CN(CCCNC(=O)C1CCCN1c1nnc(N2CCCC2=O)s1)c1ccccc1 (centres undefined)	i
O=C(CN1C(=O)S/C(=C\c2c(Cl)cccc2Cl)C1=O)Nc1cc([N+](=O)[O-])ccc1O	?
Cc1cc(=O)oc2c3c(ccc12)OCN(c1ccccc1Cl)C3	i
CCc1ccc(-c2nc(CSCC(=O)NCCN(C)C)c(C)o2)cc1	?
Cc1cccc2cc(C(=O)N3C[C@H]4CC=CC[C@H]4C3)oc12	i
O=c1[nH]cnc2c1CCN(S(=O)(=O)c1cc3ccccc3o1)C2	i
O=C(CSCc1ccc(Cl)cc1)Nc1ccc(O)cc1C(=O)O	i
CCn1cc(CN2CC(=O)N(C(C)C)CC(OCc3cc(OC)cc(OC)c3)C2)c(C)n1 (centres undefined)	?
O=C(O)c1ccc(Oc2ccc(C(=O)O)c(C(=O)O)c2)cc1	i
Cc1cccc(NCN2C(=O)C(=O)c3ccccc32)c1	i
COc1ccccc1C1NCC(c2ccc([N+](=O)[O-])cc2)O1 (centres undefined)	i
Cn1c(COc2ccccc2Br)nc2ccccc21	i
CCCC1C(C#N)=C(N)OC2=C1C(=O)CC(C)(C)C2 (centres undefined)	?
COc1ccc(C2SCC(=O)N2c2c(C)n(C)n(-c3ccccc3)c2=O)cc1 (centres undefined)	i
O=C(Nc1ccccc1O)c1ccc(Oc2ccc([N+](=O)[O-])cc2)cc1	?
Cc1cc(C(=O)N2CCn3c(C(N)=O)cnc3C2)c(-c2ccccc2)o1	?
CC(C)CC1NC(=O)C(C)NC1=O (centres undefined)	i
Cn1c(OCc2cccnc2)nc2c1c(=O)n(Cc1ccccc1F)c(=O)n2C	?
O=C(Nc1nonc1NC(=O)c1ccccc1)c1ccccc1	i
CSc1nc(N)nc(SCC(=O)Nc2ccccc2[N+](=O)[O-])c1C#N	i
Cn1c(CN2CCN(Cc3ccccc3)CC2)nc(=O)c2ccccc21	i
CCSc1nc2c(c(=O)[nH]1)C(c1cccnc1)C(C(=O)OC(C)C)=C(C)N2 (centres undefined)	i
Cc1ccc(-n2nc(C)c3c(=O)oc(C)cc32)cc1	i
Cc1nn(Cc2ccccc2Cl)c(C)c1NC(=O)c1cc(-c2ccc(F)cc2)on1	i
Cc1ccc(CNC(=O)C2C3C=CC4(CN(Cc5cccs5)C(=O)C24)O3)cc1 (centres undefined)	i
CCOC(=O)C1(C/C=C/c2ccccc2)CCCN(C(=O)c2cccnc2SC)C1 (centres undefined)	?
COc1ccc(/C=c2\sc3n(c2=O)CN(c2ccc4c(c2)OCO4)CN=3)cc1OC	?
C=CCN(Cc1ccc(F)cc1)C(=O)Cn1nc(C)c(C)c1C	?
COc1ccc(OC)c(CN2C(=O)CCC2(C)C(=O)NC2CCCCCC2)c1 (centres undefined)	i
COc1ccc(C(=O)N2CC[C@H](CO)[C@H](O)C2)c(C)c1	i
COc1cccc(NC(=O)c2cc(Br)ccc2OC)c1	i
N#CC1=C(N)OC2=C(C(=O)CCC2)C1c1ccccc1 (centres undefined)	?
O=C(CN(CCO)Cc1nccs1)NC1CCCCCCC1	i
O=S(=O)(Nc1ccc(Br)cc1)c1cccc2nsnc12	i
CC1(C)CC(=O)C2=C(C1)OC1=C(C(=O)CC(C)(C)C1)C2c1cccc(F)c1	i
COc1ccc(CC(=O)NCc2cccnc2N(C)C)cc1OC	?
COc1ccc(S(=O)(=O)Cc2ccc(C(=O)N3CCCC3)o2)cc1	i
Cc1cccn2c(=O)c3cc(C(=O)NCc4ccc5c(c4)OCO5)n(C)c3nc12	i
C=CCN(Cc1ccccc1Cl)C(=O)CCN(C)S(C)(=O)=O	i
O=C(Cn1cnc2c(cnn2-c2ccc(Cl)cc2)c1=O)N1CCN(c2ccccc2)CC1	?
CCN1CCCC1CNC(=O)C1(O)c2ccccc2NC(=O)N1c1cccc(OC)c1 (centres undefined)	i
NC(=O)c1c(NC(=O)CCCCCN2C(=O)c3ccccc3C2=O)sc2c1CCC2	i
Cn1nnc(-c2ccc(C(=O)N3CC(c4cccnc4)C3)cc2)n1	i
CCc1nnc(NS(=O)(=O)c2ccc(NC(C)=O)cc2)s1	i
COC(=O)c1cc(-c2cccnc2)nc2ccccc12	i
Cc1ccc(NC(=O)c2cccc(Cl)c2)c(C)c1	i
COc1ccc(-c2csc(/C(C#N)=C/c3ccccc3[N+](=O)[O-])n2)cc1	i
COc1cc(OC)c(C2C(C(N)=O)=C(C)Nc3ncnn32)cc1OC (centres undefined)	?
Cc1cc(C)c2[nH]c(C)c(CC(=O)N(C)C(C)c3ccon3)c2c1 (centres undefined)	i
O=C1C(=O)N(Cc2cccnc2)C(c2ccncc2)C1=C(O)c1ccccc1 (centres undefined)	i

A second format for 4 compounds above.
> C=CCN(Cc1ccc(F)cc1)C(=O)Cn1nc(C)c(C)c1C
- ST2 inh: ?

> COc1ccc(OC)c(CN2C(=O)CCC2(C)C(=O)NC2CCCCCC2)c1 (centres undefined)
- ST2 inh: i

> COc1ccc(C(=O)N2CC[C@H](CO)[C@H](O)C2)c(C)c1
- ST2 inh: i

> COc1cccc(NC(=O)c2cc(Br)ccc2OC)c1
- ST2 inh: i
